From PubChem BioAssay
MBNL1 CUG block – blocks human MBNL1 binding to CUG repeat RNA. Q9NR56. TR-FRET MBNL1-His/biotin-(CUG)12 binding, 665/545 ratio. Potency, µM (series often up to 57.5 µM), for the others: at the highest dose activity change, negative = inhibition, actives largely listed as inhibitors. 280,000 compounds, 0.036% hits; active = well fitted inhibition curve with a large enough effect in the signal ratio, with a control signal flat, not every such curve was filed as active; inconclusive = small, poorly fitted or top-dose-only effect, or effect the other way, or a change in a side signal; inactive = no such curve, though single readings can be large or run the other way; the % refers to the signal ratio; note: potency is the fitted concentration of half-maximal effect; % is set by controls: 0 for no effect and ±100 for the full control effect
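TR-FRET readout: Ex 340 nm, 665/545 nm emission ratio, normalized to buffer-only (basal) and MBNL1-(CUG)12 controls. Complex of MBNL1-His with Biotin-(CUG)12, compounds 92 nM–58 uM, incubated 60 min at room temperature.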
KCNH2 3.1 inh – KCNH2 3.1 (human) potassium channel inhibition; activity change, % (tested at about 1.8 µM); U2OS KCNH2 3.1, thallium flux FluxOr; active compounds read low; 340,000 compounds, 0.95% hits;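 active = maximum activity change below -70%; inconclusive = maximum activity change from -70% to -50%; inactive = maximum activity change above -50%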;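 note: thallium influx rate constant from kinetic fluorescence after stimulation buffer; % is set by controls: 0 for no effect and ±100 for the full control effect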
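Measured as rate of thallium-driven FluxOr signal in transduced U2OS cells carrying the 3.1 channel, read kinetically for 2 min upon stimulation; values are rate constants scaled to DMSO control wells.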
Rab9 promoter act – activates the Rab9 promoter | Huh7 Rab9 promoter-luciferase reporter, luminescence, 24 h | Potency, µM (doses to about 9.22 µM), without a hit: top-dose activation, negative = inhibition, hits mostly activators | 320,000 compounds, 2.8% hits; note: potency is the fitted concentration of half-maximal effect; % of control where 0% means no effect; nearly all actives have a fitted effect of over 60% in size
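Huh7 cells stably carrying a Rab9 promoter-luciferase reporter, 1500 cells per well in OP-MEM I with 10% FBS, treated with compound 24 hours at 37C. Luciferase activity read by luminescence after 10 minutes with Amplite reagent.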
ELG1 DNA repair – inhibitors of ELG1-dependent DNA repair in HEK293T cells; AID 504467; HEK293T ELG1-luciferase reporter, luminescence, 16 h; DNA damage induced by 5-fluorouridine; 330,000 compounds, 2.3% hits; Potency, µM (series often up to 46.1 µM), for the others: at the top dose activity change, negative = inhibition, usual class: inhibitors; note: potency is the fitted concentration of half-maximal effect; % is set by controls: 0 for no effect and ±100 for the full control effect; nearly all actives have a fitted effect of over 55% in size
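Step one: seed 2,000 cells per well. Step two: pin-transfer compound or DMSO alongside 5-fluorouridine. Step three: incubate 16 hr, 37 °C, 5% CO2. Step four: add ONE-Glo, wait 30 min, read luminescence.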
VP16 counter – Gal4-VP16 reporter inhibition counter-screen; Potency, µM (highest dose often 53.6 µM), for the others: at the highest dose activity, negative = inhibition, hits mostly inhibitors; 310,000 compounds, 3.5% hits; AID 2546; Drosophila S2 Gal4-VP16 UAS-luciferase, luminescence, 20 h;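 note: Gal4-VP16 expression switched on by copper sulfate through the metallothionein promoter; potency is the fitted concentration of half-maximal effect; % is set by controls: 0 for no effect and ±100 for the full control effect; nearly all actives have a fitted effect of over 50% in size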
NPC1 promoter act – activates the NPC1 promoter | Huh7 NPC1 promoter luciferase reporter, 24 h | Potency, µM (top dose mostly 9.22 µM), for inactives: at the highest dose activation, actives largely listed as activators | 320,000 compounds, 2.4% hits | AID 485313;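 note: potency is the fitted concentration of half-maximal effect; % of control where 0% means no effect; nearly all actives have a fitted effect of over 60% in size; reporter is driven by a mutant NPC1 promoter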
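Luminescence from an NPC1 promoter-driven luciferase reporter in stably transfected Huh7 cells was measured after 24 h compound treatment at 37 °C, followed by 10 min ambient incubation with luciferase detection reagent.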
Menin MLL FP TR – menin-MLL binding inhibition, Texas Red mutant peptide; Menin + Texas Red MLL mutant peptide, fluorescence polarization; 270,000 compounds, 0.23% hits; O00255; AID 1768; Potency, µM (titrated, usually from 61.6 µM), for the others: top-dose FP activity change, negative = inhibition, usual class: inhibitors; active = well fitted inhibition curve with a large enough effect in the polarisation, with a control signal flat, not every such curve was filed as active; inconclusive = small, poorly fitted or top-dose-only effect, or effect the other way, or a change in a side signal; inactive = no such curve, though single readings can be large or run the other way; the % refers to the polarisation; note: potency is the fitted concentration of half-maximal effect; % of control where 0% means no effect; many of its hits are not listed in these tables
FLuc counter – counter-screen for miR-21 project: firefly luciferase inhibitors or activators; purified FLuc, Km substrates, luminescence inhibition; Potency, µM (top dose mostly 57.5 µM), inactives show top-dose activity change, negative = inhibition, usual class: inhibitors; 360,000 compounds, 6.9% hits; AID 588342;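 note: potency is the fitted concentration of half-maximal effect; plate controls were vehicle for no effect and reference inhibitor for full effect; nearly all actives have a fitted effect of over 55% in size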
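Purified P. pyralis luciferase (10nM final) with 10uM D-luciferin and 10uM ATP (Km levels) in 50mM Tris acetate pH 7.5, 10mM Mg acetate, 0.01% Tween-20, 0.05% BSA; qHTS 6-point titration, ~60 µM downward; luminescence read.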
RORg inh – blocks mouse ROR gamma transcriptional activity; Potency, µM (top dose mostly 53.6 µM), for the others: at the top dose activity change, negative = inhibition, actives largely listed as inhibitors; AID 2551; 310,000 compounds, 5.4% hits; P51450; Drosophila S2 Gal4-RORgamma UAS-luciferase reporter, 20 h; note: potency is the fitted concentration of half-maximal effect; % is set by controls: 0 for no effect and ±100 for the full control effect; nearly all actives have a fitted effect of over 60% in size
Target sequence (P51450 whole entry, looked up, the tested form may be a part): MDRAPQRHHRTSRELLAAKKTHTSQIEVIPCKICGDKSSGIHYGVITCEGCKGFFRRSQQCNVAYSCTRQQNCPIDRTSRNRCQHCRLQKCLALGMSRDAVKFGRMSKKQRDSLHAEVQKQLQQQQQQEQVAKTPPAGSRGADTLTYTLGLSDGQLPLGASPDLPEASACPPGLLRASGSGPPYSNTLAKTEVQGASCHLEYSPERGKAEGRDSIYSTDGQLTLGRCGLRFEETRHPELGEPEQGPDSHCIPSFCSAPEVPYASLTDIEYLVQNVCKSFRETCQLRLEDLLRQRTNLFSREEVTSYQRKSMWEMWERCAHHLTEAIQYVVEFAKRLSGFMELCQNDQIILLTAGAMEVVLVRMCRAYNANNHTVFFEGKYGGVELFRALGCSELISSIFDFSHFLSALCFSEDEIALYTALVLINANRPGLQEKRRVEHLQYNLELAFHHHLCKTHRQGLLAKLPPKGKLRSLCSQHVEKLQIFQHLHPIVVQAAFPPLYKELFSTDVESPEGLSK
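Drosophila Schneider cells stably carrying a metallothionein-driven Gal4 DBD–ROR gamma fusion and a UAS-Photinus luciferase reporter were exposed to compound for 1 hr, then induced with copper sulfate (700 uM final) for 20 hr at ambient temperature before luminescence reading.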
Mito fusion yeast – inhibitors of mitochondrial division or activators of mitochondrial fusion. S. cerevisiae fusion-defective mutant growth rescue, CellTiterGlo 48 h. Potency, µM (doses to about 46.1 µM), inactives show top-dose growth rescue (activation), most hits filed as activators. 320,000 compounds, 0.23% hits;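 note: potency is the fitted concentration of half-maximal effect; % of control where 0% means no effect; nearly all actives have a fitted effect of over 45% in size; temperature-sensitive fusion mutants such as fzo1-1 at 37 °C on non-fermentable ethanol glycerol medium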
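S. cerevisiae fusion-defective temperature-sensitive mutants (e.g. fzo1-1, mgm1-5) grown 48 h at 37C in YPEG (ethanol/glycerol non-fermentable) medium with 23 nl compound per well; growth rescue read as CellTiterGlo luminescence.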
PKM2 activator – PKM2 (human) enzyme activation; P14618; purified PKM2, Kinase-Glo ATP luminescence, activation; response scale: 0% is enzyme alone, no compound; Potency, µM (highest dose often 57.5 µM), for inactives: at the top dose activation, most hits filed as activators; 260,000 compounds, 0.34% hits; note: potency is the fitted concentration of half-maximal effect; % is set by controls: 0 for no effect and ±100 for the full control effect; nearly all actives have a fitted effect of over 55% in size
Target sequence (P14618 whole entry, looked up): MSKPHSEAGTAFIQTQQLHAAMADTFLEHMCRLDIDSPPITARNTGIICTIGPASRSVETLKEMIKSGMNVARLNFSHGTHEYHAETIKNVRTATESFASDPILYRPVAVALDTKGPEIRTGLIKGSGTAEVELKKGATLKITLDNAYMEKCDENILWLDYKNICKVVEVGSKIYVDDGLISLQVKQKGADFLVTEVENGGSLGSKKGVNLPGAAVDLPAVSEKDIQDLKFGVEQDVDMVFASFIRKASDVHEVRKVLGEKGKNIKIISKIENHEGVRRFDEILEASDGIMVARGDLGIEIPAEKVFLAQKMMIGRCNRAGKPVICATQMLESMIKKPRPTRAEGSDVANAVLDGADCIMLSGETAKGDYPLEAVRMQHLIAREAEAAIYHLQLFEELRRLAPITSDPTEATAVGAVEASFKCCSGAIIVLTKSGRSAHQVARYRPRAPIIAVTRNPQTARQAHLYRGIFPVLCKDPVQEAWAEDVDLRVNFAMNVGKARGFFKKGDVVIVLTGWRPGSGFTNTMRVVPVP
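Purified hPK-M2 (>95%) run at intermediate activity with 0.1 mM ADP and 0.5 mM PEP in 50 mM imidazole pH 7.2, KCl, MgCl2; 1 h room temperature. ATP formed read by Kinase-Glo luminescence; normalized to uninhibited and no-enzyme controls.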
Starred values were filed as active, the others as inactive; ? = inconclusive; . = no result given; [ ] = remark or other dose. Unless noted, calls come from the whole dose curve; as a rule, active = well fitted curve in the direction sought with a large enough effect; inconclusive = small, poorly fitted or top-dose-only effect, or another doubt; inactive = no such curve, though single readings can be large; an effect the other way counts as inactive or inconclusive. This is a subset; count on the stated rates, not on these rows.

Screens in order: VP16 counter	ELG1 DNA repair	FLuc counter	RORg inh	Menin MLL FP TR	NPC1 promoter act	Mito fusion yeast	MBNL1 CUG block	KCNH2 3.1 inh	Rab9 promoter act	PKM2 activator
CC(C)c1onc(C(=O)Nc2cccc(O)c2)c1[N+](=O)[O-]
  -2%	?	?	0%	12%	1%	4%	14%	-1	-3%	-3%
Cc1ccc(N2C(=O)C(c3c(C)[nH]n(-c4ccccc4)c3=O)(C(F)(F)F)C3=C2CC(C)(C)CC3=O)cc1 (stereo unspecified)
  -2%	-6%	9%	-8%	-3%	-3%	-2%	-2%	8	2%	-1%
CC1(c2ccc3c(c2)OCCCO3)NC(=O)N(CC(=O)NCCc2ccccc2)C1=O (stereo unspecified)
  .	0%	.	.	.	-2%	-6%	.	9	-3%	.
COc1ccc(OCC(=O)Nc2ccc3c(c2)CCC3)cc1
  .	19%	.	.	.	-6%	7%	.	-13	16%	.
CC1(C)Cc2c(sc3nc(SCC(=O)N4CCOCC4)nc(N)c23)CO1
  4%	?	?	17%	-19%	-2%	1%	7%	10	6%	-3%
CC(Oc1ccccc1)C(=O)NC1C(=O)N2C1SC(C)(C)C2C(=O)O (stereo unspecified)
  -6%	13%	-2%	-18%	11%	2%	0%	3%	-8	-1%	-22%
Cc1ccc(N2C(=O)/C(=C/c3cccnc3)SC2=S)cc1
  2%	12%	-1%	-34%	4%	4%	1%	-28%	4	-1%	-20%
Cc1ccc(C)c(Cn2nnc3c(=O)[nH]c(C(=O)NCC4CCCO4)nc32)c1 (stereo unspecified)
  12%	2%	0%	31%	-24%	-8%	-3%	?	-6	-2%	3%
O=S(=O)(c1ccc2ccccc2c1)N1CCCOC1
  14%	-1%	3%	-19%	2%	-1%	1%	-2%	3	0%	-3%
CCOc1ccc(Nc2ncnc3c2cnn3Cc2ccccc2)cc1
  -4%	?	-6%	?	2%	-4%	2%	-9%	0	-2%	1%
CCOc1ccc(CNc2ccc(S(N)(=O)=O)cc2)cc1
  -2%	?	-1%	42%	1%	0%	1%	-5%	8	-3%	-13%
CN(C)CCNC(=O)c1ccc(CS(=O)(=O)c2c(Cl)cccc2Cl)o1
  0%	15%	2%	?	-2%[11.7 µM]	-2%	0%	1%	2	-10%	-1%
COc1ccc(CCNC(=O)c2c(-c3ccccc3)noc2C)cc1OC
  1%	0%	1%	4%	0%	4%	-9%	-7%	17	-2%	-1%
COc1cc(C(=O)N(Cc2ccco2)Cc2cc3ccccc3[nH]c2=O)cc(OC)c1OC
  8%	?	0%	31%	-15%	-3%	6%	0%	-2	-2%	3%
Cc1ccccc1OC/C(O)=C(\C#N)c1nc2ccccc2[nH]1
  -18%	3%	1%	?	17%	1%	1%	2%	-13	-2%	-5%
O=C(Nc1cc2c(oc1=O)CCCC2=O)c1cccc(Cl)c1
  -30%	18%	-17%	36%	.	3%	-2%	?	-8	14%	0%
Cn1nc(CC(=O)Nc2ccc3c(c2)OCCO3)c2ccccc2c1=O
  7.9µM*	-15%	2%	-34%	7%	-23%	-9%	1%	-13	-37%[inhibitor]	-4%
CCOC(=O)N1CCN(C(=O)C2CCCN(c3nc4ccc(OCC)cc4s3)C2)CC1 (stereo unspecified)
  ?	-14%	12µM*	30%	0%	11%	0%	?	4	5%	-3%
CC(C)N(C(=O)Nc1ccc2nccnc2c1)C(C)C
  12%	14%	?	-10%	-3%	4%	-1%	23%	3	-1%	-19%
CCOC(=O)c1ccccc1NC(=O)CSc1nc(N)cc(=O)[nH]1
  -1%	39%	3%	-18%	.	-6%	2%	.	21	10%	0%
Cc1nn(CC(=O)Nc2ccc(Cl)cc2)c(=O)c2cc(-c3ccccc3)nn12
  -13%	?	-1%	-13%	.	-5%	7%	2%	22	-3%	.
CCCCNC(=O)[C@H](CSCc1ccccc1)N1Cc2ccccc2C1=O
  0%	2%	3%	39%	-1%	-3%	8%	-15%	16	-6%	-5%
CCCc1cc(C(=O)Nc2cccc3ccccc23)n(C)n1
  4%	?	4%	4%	16%	-5%	0%	5%	-11	1%	0%
Cc1cnc2cc(Cl)c(Cl)cc2n1
  -4%	16%	-2%	-19%	13%	-8%	-6%	-4%	14	-2%	-4%
CCc1cc2c(C)cc(C)cc2nc1SCC(=O)Nc1cc(C)on1
  -8%	-3%	1%	1%	1%	-4%	-1%	3%	-25	-5%	5%
S=c1[nH]nc(CSCCOc2ccc(Cl)cc2Cl)o1
  3.2µM*	-9%	21µM*	4µM*	.	14%	10%	0%	-166*	2%	-29%
COCCC1CCCCN1C(=O)c1cc(COc2ccc(C)nc2)on1 (stereo unspecified)
  ?	?	-6%	?	-2%	-5%	0%	-5%	-6	-9%	0%
CSc1nc(-c2ccccc2)cn1-c1ccc(NC(C)=O)cc1
  0%	?	?	0%	30%[activator]	?	12%[9.22 µM]	-10%	18	?	-8%
O=C(O)C1CCCN1S(=O)(=O)c1ccccc1 (stereo unspecified)
  2%	-1%	-3%	-9%	14%	-8%	0%	0%	-17	0%	1%
O=[N+]([O-])c1ccc(N2CCCCC2)cc1
  -17%	?	?	23%	.	0%	3%	?	0	11%	-1%

Exported bar-delimited: part of the list above.
Molecule | VP16 counter | ELG1 DNA repair | FLuc counter | RORg inh | Menin MLL FP TR | NPC1 promoter act | Mito fusion yeast | MBNL1 CUG block | KCNH2 3.1 inh | Rab9 promoter act | PKM2 activator
Cc1ccc(N2C(=O)/C(=C/c3cccnc3)SC2=S)cc1 | 2% | 12% | -1% | -34% | 4% | 4% | 1% | -28% | 4 | -1% | -20%
CC(Oc1ccccc1)C(=O)NC1C(=O)N2C1SC(C)(C)C2C(=O)O (stereo unspecified) | -6% | 13% | -2% | -18% | 11% | 2% | 0% | 3% | -8 | -1% | -22%

The list continues:
Screens in order: VP16 counter	ELG1 DNA repair	FLuc counter	RORg inh	Menin MLL FP TR	NPC1 promoter act	Mito fusion yeast	MBNL1 CUG block	KCNH2 3.1 inh	Rab9 promoter act	PKM2 activator
Cc1cc(NC(=O)CSc2nc3c(c(-c4cccnc4)c2C#N)CCC3)no1
  -5%	9%	-3%	-12%	4%	-10%	0%	?	-6	-1%	3%
COc1ccc(NC(=S)NCCN2CCC(C)CC2)cc1Cl
  ?	4%	-3%	?	-27%	0%	-10%	-7%	-26	-3%	-4%
COc1ccc2c(c1)c1ncn(CCc3ccccc3)c(=O)c1n2C
  5%	?	-2%	13%	6%	1%	6%	7%	-20	-5%	1%
OC(COCCOc1ccc(Br)cc1)CN1CCN(Cc2ccccc2)CC1 (stereo unspecified)
  0%	-14%	4%	?	-8%	1%	4%	-21%	-5	-9%	-10%
Cc1oc2cc3oc(=O)c(CC(=O)NCCCC(=O)O)c(C)c3cc2c1C
  -13%	-3%	?	-32%	-5%	1%	4%	-7%	-4	-2%	.
COc1cc2c(cc1OC)CN(C(=O)c1ccc(OC)c([N+](=O)[O-])c1)CC2
  -6%	-5%	-1%	-3%	.	2%	-1%	?	9	-8%	0%
O=C(CC12CC3CC(CC(C3)C1)C2)Nc1ccccc1N1CCOCC1
  9%	-3%	-4%	-17%	-9%	-2%	2%	.	-1	2%	0%
CC1C(=O)N2CCCc3cc(NC(=O)C(=O)NCc4cccnc4)cc1c32 (stereo unspecified)
  .	?	10%	.	.	0%	-13%	.	-5	-4%	.
Cc1cc(-c2ccccc2)c2c3c(c(-c4ccccc4)n2n1)c(=O)n(C)c(=O)n3C
  5%	?	0%	-6%	4%	-2%	4%	-3%	-4	1%	9%
COc1ccccc1CN1CC(C(=O)NCc2ncccc2C)CCC1=O (stereo unspecified)
  16%	11%	-1%	-28%	-3%	9%	3%	-2%	15	3%	12%

Records above that bear a hit mark in RORg inh.
structure,RORg inh,Menin MLL FP TR,NPC1 promoter act,Mito fusion yeast,Rab9 promoter act
S=c1[nH]nc(CSCCOc2ccc(Cl)cc2Cl)o1,4µM*,.,14%,10%,2%
